Bioassay records (PubChem)
APE1 inh = qHTS Assay for Inhibitors of the Human Apurinic/apyrimidinic Endonuclease 1 (APE1) | DNA repair nuclease/redox regulator APEX1 (Homo sapiens), P27695 | recombinant APE1, TAMRA/BHQ-2 abasic DNA cleavage fluorescence | Potency, µM (top dose mostly 65.8 µM), for inactives: at the top dose activity change, negative = inhibition, usual class: inhibitors | 350,000 compounds, 0.35% hits | AID 2517, 2012;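 note: plate controls were vehicle for no effect and reference inhibitor for full effect; nearly all actives have a fitted effect of over 55% in size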
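Quantitative HTS: incision of a TAMRA/BHQ-2 double-stranded substrate bearing a tetrahydrofuran abasic site by 0.75 nM APE1 raises fluorescence. Substrate 50 nM final, added after 15 min compound preincubation at room temperature; progress as third-minus-first kinetic read difference.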
POLK inh = qHTS for Inhibitors of Polymerase Kappa. Potency, µM (highest dose often 107 µM), without a hit: top-dose activity, negative = inhibition, most hits filed as inhibitors. purified Pol kappa, fluorescent DNA synthesis assay, 10 min. 400,000 compounds, 0.53% hits. DNA polymerase kappa (Homo sapiens), Q9UBT6; note: % is set by controls: 0 for no effect and ±100 for the full control effect
Target sequence (Q9UBT6 whole entry, looked up): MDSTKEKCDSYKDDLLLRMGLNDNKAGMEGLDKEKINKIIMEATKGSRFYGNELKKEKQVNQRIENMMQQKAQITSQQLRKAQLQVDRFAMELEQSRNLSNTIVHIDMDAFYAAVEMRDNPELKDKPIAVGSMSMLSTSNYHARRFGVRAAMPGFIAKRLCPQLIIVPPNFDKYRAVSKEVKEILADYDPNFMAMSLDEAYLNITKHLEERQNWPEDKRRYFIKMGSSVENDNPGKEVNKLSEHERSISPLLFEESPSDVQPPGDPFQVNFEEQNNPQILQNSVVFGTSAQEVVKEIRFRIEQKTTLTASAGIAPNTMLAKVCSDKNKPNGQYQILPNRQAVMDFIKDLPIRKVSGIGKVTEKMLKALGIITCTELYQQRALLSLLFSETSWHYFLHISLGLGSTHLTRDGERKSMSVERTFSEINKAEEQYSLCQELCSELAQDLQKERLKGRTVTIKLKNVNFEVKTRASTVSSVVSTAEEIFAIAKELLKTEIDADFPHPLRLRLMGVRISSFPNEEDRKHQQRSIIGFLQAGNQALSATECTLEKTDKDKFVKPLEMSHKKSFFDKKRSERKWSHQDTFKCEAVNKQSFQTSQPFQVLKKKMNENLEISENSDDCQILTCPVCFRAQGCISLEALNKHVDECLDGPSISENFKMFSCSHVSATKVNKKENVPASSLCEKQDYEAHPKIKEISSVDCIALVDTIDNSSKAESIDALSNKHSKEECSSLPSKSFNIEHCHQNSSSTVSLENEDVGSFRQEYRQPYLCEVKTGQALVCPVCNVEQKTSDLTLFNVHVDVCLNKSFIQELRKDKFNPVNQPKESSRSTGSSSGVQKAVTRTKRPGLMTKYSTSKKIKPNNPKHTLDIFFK
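First, compounds were pin-transferred onto 10 nM Pol kappa. After 15 min at room temperature, substrate was added to 50 nM final. Fluorescence was then measured kinetically at 0 and 10 min.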
G9a block = qHTS Assay for Inhibitors of Histone Lysine Methyltransferase G9a; Histone-lysine N-methyltransferase EHMT2 (Homo sapiens), Q96KQ7; 350,000 compounds, 8.8% hits; Potency, µM (titrated, usually from 102 µM), without a hit: top-dose activity, negative = inhibition, most hits filed as inhibitors; AID 504332, 2011; G9a H3K9 monomethylation, AlphaScreen, 2 h; note: % is set by controls: 0 for no effect and ±100 for the full control effect; nearly all actives have a fitted effect of over 75% in size
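Methyltransferase reactions run at room temperature for 2 h (20 nM enzyme, 500 nM biotin-H3K9 peptide, 20 uM SAM) after a 15 min compound preincubation; product detected by AlphaScreen beads and anti-H3K9me1 antibody.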
BAZ2B block = qHTS Assay for Inhibitors of BAZ2B; Bromodomain adjacent to zinc finger domain protein 2B (Homo sapiens), Q9UIF8; AID 504333, 2011; Potency, µM (series often up to 114 µM), for inactives: at the top dose activity change, negative = inhibition, actives largely listed as inhibitors; 360,000 compounds, 4.4% hits; AlphaScreen BAZ2B-H3K14Ac peptide displacement; note: % is set by controls: 0 for no effect and ±100 for the full control effect; nearly all actives have a fitted effect of over 60% in size
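AlphaScreen luminescence quantifies BAZ2B engagement of H3K14Ac peptide; the protein and biotinylated peptide are both at 50 nM final, buffer PBS pH 7.4 with 0.01% Tween-20, all steps at room temperature.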
POLB inh = qHTS Assay for Inhibitors of DNA Polymerase Beta. Pol beta primer extension/strand displacement, fluorescence kinetic. Potency, µM (doses to about 114 µM), without a hit: top-dose activity change, negative = inhibition, most hits filed as inhibitors. 340,000 compounds, 1.3% hits. AID 485314, 2010; note: % is set by controls: 0 for no effect and ±100 for the full control effect
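Curves were derived by four-parameter Hill fits of normalized qHTS data. The kinetic fluorescent primer-extension read was taken at 0 and 10 min after 50 nM substrate, following a 15 min room-temperature preincubation of 10 nM enzyme with compounds.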
POLI inh = qHTS for Inhibitors of Polymerase Iota | DNA polymerase iota (Homo sapiens), Q9UNA4 | Pol iota fluorescent replication assay, 10 min | Potency, µM (series often up to 115 µM), for inactives: at the top dose activity, negative = inhibition, hits mostly inhibitors | 390,000 compounds, 1% hits | AID 588590, 2011
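Pol iota at 10 nM preincubated 15 min with compounds at room temperature; reaction started with fluorescent substrate, 50 nM final. Fluorescence read kinetically at 0 and 10 min; buffer-only wells as negative control.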
POLH inh = qHTS for Inhibitors of Polymerase Eta; recombinant Pol eta, fluorescent DNA replication assay; DNA polymerase eta (Homo sapiens), Q9Y253; AID 588591, 2011; Potency, µM (highest dose often 114 µM), for inactives: top-dose activity change, negative = inhibition, actives largely listed as inhibitors; 390,000 compounds, 1.2% hits; note: % is set by controls: 0 for no effect and ±100 for the full control effect
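Fluorescent replication assay: 50 nM final substrate added after a 15 min room-temperature compound preincubation with 10 nM enzyme. Signal taken at 0 min and again at 10 min.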
BLM helicase inh = qHTS Assay for Inhibitors of Bloom's syndrome helicase (BLM) | RecQ-like DNA helicase BLM (Homo sapiens), P54132 | recombinant BLM DNA unwinding, fluorescence dequenching | Potency, µM (series often up to 56.1 µM), without a hit: at the top dose activity change, negative = inhibition, most hits filed as inhibitors | 350,000 compounds, 0.2% hits | AID 2528, 2010;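 note: plate controls were vehicle for no effect and no enzyme for full effect; nearly all actives have a fitted effect of over 35% in size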
Apoferritin bind = qHTS Assay for Identification of Novel General Anesthetics | Ferritin light chain (Equus caballus), P02791 | apoferritin/1-aminoanthracene competitive binding, fluorescence | Potency, µM (series often up to 77.5 µM), inactives show at the highest dose activity change, negative = displacement, actives largely listed as inhibitors | 350,000 compounds, 0.074% hits | AID 485281, 2010; note: % is set by controls: 0 for no effect and ±100 for the full control effect; nearly all actives have a fitted effect of over 20% in size
Target sequence (P02791 2-175 limits assumed): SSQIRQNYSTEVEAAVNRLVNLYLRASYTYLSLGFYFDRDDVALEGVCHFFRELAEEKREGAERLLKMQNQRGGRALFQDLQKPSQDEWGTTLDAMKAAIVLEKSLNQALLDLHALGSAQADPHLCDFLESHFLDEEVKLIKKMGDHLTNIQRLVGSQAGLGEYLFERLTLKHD
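Apoferritin-based anesthetic binding model; compound displacement of fluorescent 1-AMA measured as endpoint fluorescence after 10 minutes at room temperature, scaled to free-ligand and complex controls.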
* hit, by the source's call; ? = inconclusive; / = not tested or not shown; [ ] = another dose, or the depositor's remark. Calls come from the whole dose curve; as a rule, active = well fitted curve in the direction sought with a large enough effect; inconclusive = small, poorly fitted or top-dose-only effect, or another doubt; inactive = no such curve, though single readings can be large; an effect the other way counts as inactive or inconclusive. Potency is the fitted concentration of half-maximal effect. This is a subset; count on the stated rates, not on these rows.

SMILES | APE1 inh | POLK inh | G9a block | BAZ2B block | POLB inh | POLI inh | POLH inh | BLM helicase inh | Apoferritin bind
O=C(CSc1nc(-c2ccco2)nc2cc(=O)[nH]n12)Nc1ccccc1Cl | / | -25% | -4%[59 µM] | -16% | -32% | ? | 0% | 1% | 0%
COc1ccc(S(=O)(=O)NC(CC(=O)NCCc2ccc(OC)c(OC)c2)C(C)C)cc1 (stereo unspecified) | 12% | -5% | 11% | -16% | 27% | 80%[activator] | -21% | 1% | -9%
COCCNC(=O)C(=O)Nc1ccc2c(c1)N(S(=O)(=O)c1cccs1)CCC2 | 14% | -2% | -46% | 5% | / | 26% | -19% | / | /
CCOC(=O)N1CCN(c2c(NCc3ccc(N(C)C)cc3)c(=O)c2=O)CC1 | -10% | -6% | -7% | 3% | 9% | ? | -11% | -1% | 4%
Cc1cc(C)n(-c2ccc(C(=O)N3CCC(CO)(Cc4ccccc4)CC3)cc2)n1 | 5% | 4% | ? | -6% | 0% | -5% | -15% | -7% | -20%
Cc1ccc(-c2cc(C(F)F)n3ncc(C(=O)Nc4ccc(S(=O)(=O)Nc5ccccc5C)cc4)c3n2)cc1 | 26% | -5% | / | 0% | 9% | 4% | -5% | -1% | -5%
CCOc1ccc(NC(=S)Nc2ccc(F)cc2)cc1 | 10% | -4% | 22%[0.501 µM] | -7% | -2% | -2% | -9% | -4% | -15%
Cc1ccc(S(=O)(=O)N/N=C/c2cc(Br)c(C)o2)cc1 | 2% | 3% | / | ? | ? | -10% | -5% | -1% | -23%
CN(Cc1ccccc1)C(=O)CN1C(=O)c2ccccc2S1(=O)=O | 14% | -7% | 9% | 5% | 42% | -19% | -4% | 0% | 7%
CCCc1nn2c(=O)cc(COC(=O)c3ccccc3NC(=O)C3CCCCC3)nc2s1 | / | -2%[60.1 µM] | ? | -7% | -2% | -19% | -5% | 1% | -23%
Cc1ccc(S(=O)(=O)N2c3ccccc3NC(=O)CC2C)cc1 (stereo unspecified) | 0% | -20% | 20%[59 µM] | 8% | 4% | 17% | 0% | 3% | -4%
COc1cc(C)ccc1OCCSc1nc2ccc(NC(=O)c3ccc4c(c3)OCO4)cc2s1 | / | -29% | -2%[59 µM] | -7% | 5% | 5% | -9% | -5% | -9%
CCNC1=C(Cl)C(=O)c2ccccc2C1=O | 10% | -11% | ? | 35µM* | ? | -3% | -22% | -6% | ?
COc1cccc(-c2cc3onc(-c4ccccc4)c3c(=O)n2C)c1 | 11% | -4% | -5%[2.33 µM] | -2% | / | 3% | -10% | / | /
COc1ccc(S(=O)(=O)N2CCCOC2CNC(=O)C(=O)NCCCN2CCOCC2)cc1C (stereo unspecified) | 11% | -5% | / | -3% | 32% | 16% | -9% | -3% | -8%
Cn1cccc1C(=O)NC(=O)COC(=O)c1cc(S(=O)(=O)N2CCCCC2)ccc1Cl | 21% | -12% | -10% | -9% | 3% | 41%[activator] | -5% | -14% | -10%
O=C(Nc1sc2c(c1C(=O)O)CCCC2)c1ccc(Cl)cc1 | 15% | -28% | 15%[59 µM] | -30% | -2% | -8% | -15% | -5% | -12%
O=S(=O)(c1ccc(NC(=S)NCc2cccnc2)cc1)N1CCCCC1 | 2% | -18% | -49% | -23% | -9% | -11% | -18% | -7% | -18%
Cc1ccc(C)c(CN2CCC(n3nccc3NC(=O)C3CCCC3)CC2)c1 | 2% | -18% | 99%[activator] | 1% | -1% | 30%[activator] | -22% | -5% | -15%
Cc1ccc(C(=O)NCc2nc3ccccc3[nH]2)o1 | 13% | -8% | 61%[activator] | -3% | -1% | 15% | -2% | -1% | -2%

Entries of single compounds from above. Values in the order: APE1 inh	POLK inh	G9a block	BAZ2B block	POLB inh	POLI inh	POLH inh	BLM helicase inh	Apoferritin bind
Shown for Cn1cccc1C(=O)NC(=O)COC(=O)c1cc(S(=O)(=O)N2CCCCC2)ccc1Cl : 21%	-12%	-10%	-9%	3%	41%[activator]	-5%	-14%	-10%
Shown for CCOc1ccc(NC(=S)Nc2ccc(F)cc2)cc1 : 10%	-4%	22%[0.501 µM]	-7%	-2%	-2%	-9%	-4%	-15%

Copied from the list.
Result of O=C(CSc1nc(-c2ccco2)nc2cc(=O)[nH]n12)Nc1ccccc1Cl under POLK inh: -25%
Result of Cc1ccc(C)c(CN2CCC(n3nccc3NC(=O)C3CCCC3)CC2)c1 under G9a block: 99%[activator]
Result of COc1cc(C)ccc1OCCSc1nc2ccc(NC(=O)c3ccc4c(c3)OCO4)cc2s1 under POLI inh: 5%
Result of COc1ccc(S(=O)(=O)N2CCCOC2CNC(=O)C(=O)NCCCN2CCOCC2)cc1C (stereo unspecified) under POLI inh: 16%

Other compounds follow:
SMILES | APE1 inh | POLK inh | G9a block | BAZ2B block | POLB inh | POLI inh | POLH inh | BLM helicase inh | Apoferritin bind
O=C(NC(Nc1ncc(S(=O)(=O)c2ccc([N+](=O)[O-])cc2)s1)(C(F)(F)F)C(F)(F)F)c1ccc(Cl)cc1 | -1% | -5% | ? | ? | -9% | 55%[activator] | -16% | -10% | ?
Cc1cc(OCC(=O)OCC(=O)NCC2CCCO2)ccc1Cl (stereo unspecified) | -2% | -2% | 13%[2.33 µM] | 14% | / | 27% | -19% | / | /
COc1cc2nc(N(CCCN(C)C)C(=O)c3ccc(S(=O)(=O)N(C)C4CCCCC4)cc3)sc2cc1OC | 5% | -3% | 45µM* | -29% | / | 13% | -22% | / | /
O=C(O)CCCC(=O)Nc1c(F)c(F)c(F)c(F)c1F | -6% | -2% | 28% | -1% | -13% | 10% | -15% | 0% | -3%
O=C(NCc1cccnc1)C1CCN(Cc2cc3ccccc3n2Cc2ccccc2)CC1 | / | -1%[60.1 µM] | -5%[59 µM] | ? | 2% | 8% | -16% | -2% | -14%
Cc1ccc(CCNC(=O)CCS(=O)(=O)c2cc3c(cc2Cl)NC(=O)CO3)cc1 | / | 6% | -3%[59 µM] | -1% | -2% | -15% | -8% | -1% | 0%
O=C1c2ccccc2C(=O)N1CC#CCN1CCN(C(c2ccccc2)c2ccccc2)CC1 | -8% | -2% | ? | 50µM* | ? | ? | -14% | -5% | ?
COC(=O)c1cccc(NC(=O)CSc2nnc(COc3ccc(C#N)cc3)n2-c2ccccc2)c1 | ? | -11% | 18%[12.7 µM] | 7% | 0% | 1% | -10% | -5% | -12%
CCOc1ccc(OCC)c(NC(=O)c2cc3ccccn3n2)c1 | / | 0% | ? | ? | ? | -6% | -7% | -7% | -14%
CC1CCN(C(=O)Cn2cc(SCc3cccc(F)c3)c3ccccc32)CC1 | / | -6% | 7%[59 µM] | 2% | 8% | 6% | 3% | -5% | 47%[activator]
Cn1nnnc1SCc1cn2cccnc2n1 | 12% | -12% | 16%[12.7 µM] | 11% | 1% | -3% | -12% | -3% | 7%
N#CCC(=O)NCCCOC(=O)Nc1ccc(Cl)c(Cl)c1 | -2% | -6% | 29% | -5% | 16% | -2% | 2% | 1% | -17%
CCNC(=O)c1ccccc1-c1nc(-c2ccccc2Cl)no1 | 14% | 2% | -32% | 10% | 22% | ? | -4% | -4% | -11%
Cc1ccc(C(=O)N/C(=C\c2ccc(-c3ccccc3[N+](=O)[O-])o2)C(=O)NCCCN2CCOCC2)cc1 | -2% | 0% | 45µM* | ? | -6% | 91%[activator] | -15% | -12% | -18%
Cc1ccccc1-n1c(C)nnc1SCC(=O)N1CCc2ccccc2C1 | 9% | -17% | -47%[59 µM] | -4% | 19% | 24% | -6% | 4% | 5%
COc1ccc(-n2c(SCC(=O)O)nnc2-c2ccc(NC(=O)c3ccccc3)cc2)cc1 | -4% | -6% | / | -39% | 16% | 12% | -20% | -21% | -12%
CCN1CCN(c2cc(C)c3cc(NC(=S)N4CCN(c5ccccc5F)CC4)ccc3n2)CC1 | -6% | 1% | 45µM* | ? | 0% | 64%[activator] | -23% | 1% | -11%
CCC(=O)N1CCc2cc(S(=O)(=O)NC(Cc3ccccc3)C(=O)Nc3ccc(C)cc3)ccc21 (stereo unspecified) | / | -7% | -3%[59 µM] | / | ? | 0% | -13% | -2% | -8%
O=C(O)C(Cc1ccccc1)Nc1ccc([N+](=O)[O-])cc1[N+](=O)[O-] (stereo unspecified) | -14% | -3% | 1% | ? | 33% | 52%[activator] | -7% | -2% | 1%
CCc1ccc(NC(=O)CSc2nnc(-c3cccs3)n2CC)cc1 | 7% | -7% | -13% | -7% | 0% | 6% | -7% | -4% | -23%
Cc1cc(Oc2ccccc2F)nc(NCc2ccccc2)n1 | 8% | -9% | 12% | -36% | 8% | 51%[activator] | -13% | -5% | -17%
Cc1ccc(C(=O)NCC(=O)Nc2ccccc2C(F)(F)F)cc1 | 24% | -11% | 28%[59 µM] | 11% | 48% | 1% | -18% | 5% | -3%
CC1CCCN(C(=O)CSCC(=O)N=c2sc3ccccc3n2C)C1 (stereo unspecified) | 0% | -6% | -13%[12.7 µM] | 6% | 6% | 25% | -15% | 0% | ?
Cc1c(Cl)cnc(NC(=O)COC(=O)Cc2coc3ccc4ccccc4c23)c1Cl | -3% | -18% | ? | ? | 0% | 107%[activator] | -24% | 0% | -12%
CCCCn1c(N)c(N(CCOC)C(=O)c2ccc(Cl)c(S(=O)(=O)N3CCCCC3)c2)c(=O)[nH]c1=O | 1% | -3% | ? | -4% | / | 24% | -11% | / | /
O=C(CSc1ccc(-c2nc3ccccc3[nH]2)cn1)Nc1ccc(S(=O)(=O)NC2CC2)cc1 | -5% | -9% | -6% | -18% | 18µM* | ? | ? | 0% | -11%
CCOc1ccc(NC(=O)CCS(=O)(=O)c2ccc3c(c2)CCCN3C(C)=O)cc1 | ? | -2% | -15%[59 µM] | 6% | 35% | 6% | 5% | 2% | -7%
O=C(Cn1cnc([N+](=O)[O-])c1)NCCc1ccccc1 | 13% | -15% | 28µM* | -29% | 32% | -27% | -12% | 1% | -10%
